TRb SRC2 PPI: TRbeta-SRC2 interaction inhibition; actives 0.065% (n = 280,000); TRbeta-SRC2 peptide binding, fluorescence polarization; receptor liganded with 1 µM T3; P10828; Potency, µM (highest dose often 106 µM), inactives show at the top dose activity change, negative = inhibition, most hits filed as inhibitors; AID 1469;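 also: plate controls were bound peptide for no effect and peptide without receptor for full effect; nearly all actives have a fitted effect of over 50% in size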
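Decrease in fluorescence polarization of 20 nM Texas Red SRC2 coactivator peptide flagged inhibition of its binding to 0.6 uM TRb LBD; 1 uM T3 included, incubation 5 hr, ex 555/em 632 nm.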
RECQ1 inh: inhibitors of human RECQ1 DNA helicase; AID 2549; Potency, µM (titrated, usually from 57.3 µM), for the others: top-dose activity, negative = inhibition, usual class: inhibitors; actives 0.54% (n = 240,000); RECQ1 DNA unwinding, red fluorescence kinetic read;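 also: plate controls were vehicle for no effect and no enzyme for full effect; nearly all actives have a fitted effect of over 30% in size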
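RECQ1T1 50 nM; forked duplex (20 bp + 30-nt ss tails) 200 nM, ATP 2 mM final; pH 8.0, 2 mM MgCl2, 2.5 ug/ml poly(dI-dC); 15 min compound preincubation; discontinuous kinetic read over 2 h at RT.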
Tau fluor cs: counter-screen for tau fibril formation inhibitors; actives 0.93% (n = 280,000); AID 1463; tau K18 P301L Alexa594 fluorescence, heparin fibrillization; Potency, µM (series often up to 57.7 µM), for inactives: at the highest dose activity change, negative = decrease; also: % is scaled to controls: 0 for no effect and ±100 for the full control effect; nearly all actives have a fitted effect of over 55% in size
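Human K18 P301L tau (15 uM unlabeled plus 0.24 uM Alexa 594-labeled, final) in 100 mM sodium acetate pH 7 was mixed with compound and 20 uM heparin and incubated 6 hr at 37 C.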
Tau FP inhib: inhibitors of human tau fibril formation | K18 P301L tau heparin fibrillization, Alexa594 FP, 6 h | Potency, µM (titrated, usually from 57.7 µM), for the others: top-dose activity, negative = inhibition, most hits filed as inhibitors | actives 0.39% (n = 280,000) | AID 1468 | P10636; also: % is scaled to controls: 0 for no effect and ±100 for the full control effect; nearly all actives have a fitted effect of over 55% in size
Target sequence (P10636 561-689 P618L limits assumed): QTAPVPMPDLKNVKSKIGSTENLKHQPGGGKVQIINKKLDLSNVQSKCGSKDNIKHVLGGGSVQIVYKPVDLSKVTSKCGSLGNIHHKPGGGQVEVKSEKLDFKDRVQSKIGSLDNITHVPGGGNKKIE
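Read-out: fluorescence polarization of Alexa 594-labeled tau (0.24 uM), 555 nm excitation, 632 nm emission. Mixtures held 15 uM unlabeled K18 P301L, compound and 20 uM heparin, pH 7 acetate buffer, incubated 6 hr at 37 C.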
TexasRed fluor: Texas Red fluorescence interference in TRb-SRC2 counter-screen; actives 0.29% (n = 280,000); AID 1479; Potency, µM (highest dose often 106 µM), without a hit: at the top dose fluorescence change, negative = quenching; TRb/SRC2 Texas Red total fluorescence interference; active = well fitted curve in either direction with a large enough effect; inconclusive = small, poorly fitted or top-dose-only effect; also: % is scaled to controls: 0 for no effect and ±100 for the full control effect
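Flags fluorescent or light-absorbing compounds by total fluorescence, S + 2P, at 555 nm excitation and 632 nm emission. Mixture: 20 nM Texas Red SRC2 peptide, 0.6 uM human TRb LBD, 1 uM T3, 5% DMSO; compound exposure 5 h at ambient temperature.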
Tau ThT inhib: tau fibrillization inhibition (ThT binding). P10636. actives 2.1% (n = 270,000). recombinant tau K18 P301L (four-repeat tau fragment), heparin-induced fibrillization, ThT fluorescence. Potency, µM (titrated, usually from 57.4 µM), inactives show at the highest dose activity, negative = inhibition, usual class: inhibitors; also: % is scaled to controls: 0 for no effect and ±100 for the full control effect; nearly all actives have a fitted effect of over 55% in size
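Recombinant human tau K18 fragment […] carrying P301L, 15 uM unlabeled plus 0.24 uM Alexa 594-labeled, was fibrillized with 20 uM heparin in 100 mM sodium acetate pH 7 for 6 hr at 37 C; 30 uM ThT fluorescence read after 1 hr.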
HTT cytoprotect: Huntington cell model cytoprotection by ATP luminescence; Potency, µM (series often up to 56.4 µM), inactives show cytoprotection (ATP increase), hits mostly activators; actives 0.14% (n = 230,000); PC12 HTT-Q103 induced, cytoprotection, ATP luminescence, 40 h; AID 1471;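 also: % of control where 0% means no effect; nearly all actives have a fitted effect of over 45% in size; toxic huntingtin expression switched on by the ecdysone agonist tebufenozide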
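Compounds were screened for protection of PC12 cells against cell death after tebufenozide induction (100 nM final) of mutant Huntingtin exon 1 (Q103) fused to GFP.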
L3MBTL1 block: blocks human L3MBTL1. AlphaScreen L3MBTL1–H3K9me1 peptide binding. Potency, µM (doses to about 57.1 µM), for inactives: top-dose activity, negative = inhibition, most hits filed as inhibitors. actives 0.66% (n = 230,000). AID 485360; also: % is scaled to controls: 0 for no effect and ±100 for the full control effect; nearly all actives have a fitted effect of over 60% in size
Target sequence (Q9Y468 whole entry, looked up): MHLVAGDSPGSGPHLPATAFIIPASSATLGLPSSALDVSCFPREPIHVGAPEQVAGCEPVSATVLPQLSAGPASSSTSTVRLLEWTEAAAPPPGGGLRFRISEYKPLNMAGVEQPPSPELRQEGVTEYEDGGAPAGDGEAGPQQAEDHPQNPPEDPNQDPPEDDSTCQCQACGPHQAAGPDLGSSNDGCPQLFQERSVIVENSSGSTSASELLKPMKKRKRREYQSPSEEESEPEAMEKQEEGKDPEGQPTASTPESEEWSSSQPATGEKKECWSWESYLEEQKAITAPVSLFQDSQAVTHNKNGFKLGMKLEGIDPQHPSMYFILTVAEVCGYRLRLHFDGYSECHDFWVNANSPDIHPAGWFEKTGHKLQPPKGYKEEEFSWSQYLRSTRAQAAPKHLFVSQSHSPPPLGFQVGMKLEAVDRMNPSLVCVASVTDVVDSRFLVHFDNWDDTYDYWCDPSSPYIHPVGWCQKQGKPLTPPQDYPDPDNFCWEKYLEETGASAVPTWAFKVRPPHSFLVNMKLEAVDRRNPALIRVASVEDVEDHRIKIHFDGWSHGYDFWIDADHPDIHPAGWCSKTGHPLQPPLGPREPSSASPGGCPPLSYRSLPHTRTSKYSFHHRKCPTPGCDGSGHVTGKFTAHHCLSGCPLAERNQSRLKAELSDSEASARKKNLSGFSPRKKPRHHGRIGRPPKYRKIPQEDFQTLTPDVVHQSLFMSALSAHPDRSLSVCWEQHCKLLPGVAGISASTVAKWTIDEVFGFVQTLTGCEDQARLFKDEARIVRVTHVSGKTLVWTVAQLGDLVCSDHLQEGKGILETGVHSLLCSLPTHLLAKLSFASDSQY
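Read-out is AlphaScreen signal from streptavidin donor and nickel chelate acceptor beads (10 ug/mL final each) bridging L3MBTL1 (50 nM) and biotinylated K9-monomethylated H3(1-15) peptide (75 nM), after 30 min compound exposure at room temperature.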
Active calls of the source: *; i = inactive; ? = inconclusive; / = not tested or not shown; [ ] = another dose, or the depositor's remark. Unless noted, calls follow the shape of the dose curve; as a rule, active = well fitted curve in the direction sought with a large enough effect; inconclusive = small, poorly fitted or top-dose-only effect, or another doubt; inactive = no such curve, though single readings can be large; an effect the other way counts as inactive or inconclusive. Potency is read from the fitted curve at half-maximal effect. This is a subset. The share of hits here may be higher or lower than overall.

SMILES	TRb SRC2 PPI	RECQ1 inh	Tau fluor cs	Tau FP inhib	TexasRed fluor	Tau ThT inhib	HTT cytoprotect	L3MBTL1 block
Cc1ccc(CCNC(=O)C2CCCN(S(=O)(=O)c3c(C)nn(C)c3C)C2)cc1 (stereo unspecified)	3%	-3%	-7%	1%	1%	-9%	-2%	/
CC1(C)CC(=O)c2cnc(NC(=O)CSc3nc4ccccc4o3)nc2C1	-24%	-1%	-2%	6%	-2%	-6%	11%[10 µM]	-10%
COc1cc(/C=C/C(=O)OCC(=O)N2CC(=O)Nc3ccccc32)ccc1O	-4%	i	-21%	4%	-2%	-10%	10%[10 µM]	/
COc1cc(S(=O)(=O)Nc2ccccn2)ccc1F	-5%	-1%	-3%	3%	-1%	-9%	6%	/
CCOC(=O)c1c(OCC)[nH]c2ccc(O)cc12	4%	i	-10%	0%	-1%	-6%	17%	/
Cc1ccc(-c2nn(C)c(=O)c3ccccc23)cc1S(=O)(=O)NCCO	-4%	-3%	6%	-6%	-1%	-4%	-28%[0.074 µM]	13%[11.4 µM]
Cc1oc(-c2cccc(F)c2)nc1CN1CCCCC1CCn1cccn1 (stereo unspecified)	5%[53 µM]	i	-7%	5%	1%[53 µM]	-7%	-16%[10 µM]	-4%
CCCCCCOc1ccc(/C=C/C(=O)Nc2sc3c(c2C(=O)OC)CCC3)cc1OC	-2%	/	-14%	0%	-20%	?	/	/
COc1ccc(C(=O)N2CCOC2CNC(=O)C(=O)NCc2ccco2)cc1 (stereo unspecified)	7%	i	3%	-4%	-2%	-6%	-26%	-5%
Cc1cc(C(=O)NCc2cccs2)n(-c2ccccc2)n1	-2%	-14%	-6%	-5%	-2%	-10%	-12%	5%
Cc1ccc(Nc2c(-c3ccc(C)cc3)nc3c(C)cccn23)cc1	-2%	/	?	3%	0%	?	/	/
O=C(NC1CCCCC1)C(c1cccs1)N(Cc1cccs1)C(=O)c1ccco1 (stereo unspecified)	1%	-17%	-7%	-9%	5%	-13%	9%[10 µM]	-2%
Cc1cc(NC(=O)CSc2nnc(-c3ccco3)n2Cc2ccccc2)no1	-18%	2%	0%	1%	0%	-4%	-2%[10 µM]	-24%
COc1ccc(NC(=O)c2cc(-c3ccccc3)nc3c2c(C)nn3-c2ccccc2)c(OC)c1	-1%	i	-24%	2%	1%	-2%	22%[10 µM]	12%
Nc1ncnc2c1nc(Cl)n2C1OC(CO)C(O)C1O (stereo unspecified)	-3%	-2%	3%	5%	2%	-2%	/	/
Cc1ccc([N+](=O)[O-])c(OCCCN2CCCCCC2)c1	3%	i	8%	1%	-3%	-5%	-25%	-1%[11.4 µM]
O=c1c2cc(Cl)ccc2nc(-c2ccccc2Cl)n1O	-3%	-11%	3%	2%	-3%	-1%	15%[10 µM]	-3%
O=C(COC(=O)c1cc([N+](=O)[O-])ccc1NCc1ccccc1)NCc1ccccc1Cl	-6%	-1%	-21%	-3%	0%	-5%	5%[10 µM]	2%
COc1ccc2c(=O)cc(-c3ccc(O)cc3)oc2c1	-1%	-7%	?	?	-3%	?	2%[1.9 µM]	/
Cc1cc2nn(-c3ccccc3)nc2cc1NC(=O)c1cccc2c(Cl)cccc12	-6%	/	-12%	-17%	?	-6%	/	/
COc1ccc(-n2c(O)c(/C=N/NS(=O)(=O)c3cccc([N+](=O)[O-])c3)c3ccccc3c2=O)cc1OC	2%	22%	-30%	0%	-3%	?	-32%	-13%
Cc1cc(OCC(=O)C(C)(C)C)c2c(C)c(C)c(=O)oc2c1	-7%	-13%	-6%	5%	0%	9%	-18%[10 µM]	2%
COc1cc(OC)c2c(-c3cccc(-c4ccc(OC(F)(F)F)cc4)c3)cc(=O)oc2c1	5%	-1%[81.1 µM]	-18%	-4%	3%	-8%	-37%[inhibitor]	7%
COC(=O)NC1CSCC1OC(=O)CN1C(=O)c2ccccc2C1=O (stereo unspecified)	3%	-16%	4%	0%	-4%	4%	12%[1.9 µM]	-3%
O=C(CCS(=O)(=O)c1cc(Br)cc2c1N(C(=O)C1CC1)CC2)Nc1ccc(C(F)(F)F)cc1	-7%	/	-22%	-16%	0%	-4%	/	/

Full records, quoted from the list:
Cc1ccc(-c2nn(C)c(=O)c3ccccc23)cc1S(=O)(=O)NCCO is entered as TRb SRC2 PPI = -4%; RECQ1 inh = -3%; Tau fluor cs = 6%; Tau FP inhib = -6%; TexasRed fluor = -1%; Tau ThT inhib = -4%; HTT cytoprotect = -28%[0.074 µM]; L3MBTL1 block = 13%[11.4 µM]
CCCCCCOc1ccc(/C=C/C(=O)Nc2sc3c(c2C(=O)OC)CCC3)cc1OC is entered as TRb SRC2 PPI = -2%; RECQ1 inh = /; Tau fluor cs = -14%; Tau FP inhib = 0%; TexasRed fluor = -20%; Tau ThT inhib = ?; HTT cytoprotect = /; L3MBTL1 block = /

New compounds follow.
SMILES	TRb SRC2 PPI	RECQ1 inh	Tau fluor cs	Tau FP inhib	TexasRed fluor	Tau ThT inhib	HTT cytoprotect	L3MBTL1 block
COn1c(=O)c(=O)n(OC)c2ccccc21	1%	-5%	2%	1%	-3%	-2%	10%	2%
CCOc1ccc(N(C)C(=O)C2CCN(S(=O)(=O)c3c(C)noc3/C=C/c3ccc(C)cc3)CC2)cc1	3%	/	-7%	-6%	0%	?	/	/
COc1ccccc1Oc1coc2c(CN(C)C)c(O)ccc2c1=O	-6%	-4%	4%	-1%	1%	2%	15%	6%
CC(C)c1ccc(NC(=S)NN(c2ccccc2)c2ccccc2)cc1	-6%	-5%	-28%	12%	1%	-15%	31%[10 µM]	-10%
CCC(C)NC(=O)c1c(C)oc2nc(C)nc(N3CCOCC3)c12 (stereo unspecified)	-5%	/	8%	-1%	-2%	8%	/	/
CSc1ccccc1NC(=O)c1cc(-c2cccs2)on1	-2%	-5%	-15%	-4%	-1%	?	-15%	-2%
COc1ccccc1N1C(=O)N(C(C)=O)C2C1Nc1ccccc1N2C (stereo unspecified)	-9%	1%	-27%	?	-1%	?	-52%[inhibitor]	-14%
CCCCNC(=O)Nc1ccon1	-8%	9%	5%	2%	-1%	-5%	3%	6%
CCOCCSc1nc2c(c(=O)[nH]c(=O)n2C)n1CCCc1ccccc1	3%	12%	-7%	8%	-2%	-11%	-25%	-1%
CCS(=O)(=O)c1ccc(C(=O)Nc2ccccc2)c(Cl)c1Cl	7%	4%	-20%	5%	-1%	?	3%	-11%
Cc1cc(Cl)c(S(=O)(=O)N2CCCCCC2)cc1OCC(=O)NC1CCCCC1	-5%	-1%	-10%	1%	0%	-15%	-35%	/
COC(=O)c1cccnc1NC(=S)NNC(=O)c1ccccc1	11%	-2%	-4%	4%	-1%	-4%	17%[10 µM]	/
CC12CCC(C(=O)NCCN3CCCCC3)(CC1=O)C2(C)C (stereo unspecified)	-4%	12%	4%	0%	-8%	3%	-13%	40%[activator]
COC(=O)c1ccc(CSc2nc3c(c(=O)n2-c2ccc(F)cc2)SCC3)o1	0%	-5%	-4%	3%	0%	-13%	-1%[10 µM]	6%
NC(=O)C[n+]1ccc(/C=N/O)cc1	-1%	-14%	9%	13%	-1%	5%	-17%	17%
N=c1sccn1CC(=O)NCCc1ccc(Cl)cc1Cl	-8%	-8%	-3%	0%	-4%	-11%	2%	/
CC(=O)c1ccc(NC(=O)CSc2nccn2C2CCCC2)cc1	1%	/	-17%	-10%	2%	-18%	/	/
COc1ccc(Cl)cc1C(=O)NNC(=O)CN1C(=O)C2CC=CCC2C1=O (stereo unspecified)	-5%	-2%	-10%	-1%	-6%	-10%	-19%	-17%
CCc1c(O)nc(SCC(=O)Nc2nc3ccccc3s2)n(-c2ccccc2)c1=O	3%	-6%	-6%	3%	3%	/	-2%[10 µM]	/
Cc1oc(-c2ccccc2F)nc1CN1CCC(C(=O)NCCc2ccccc2)CC1	-5%	/	-9%	-6%	-8%	-2%	/	/
Cc1ccc(SCCNC(=O)C(C)C)cc1	5%	-2%	-1%	-4%	0%	0%	-5%	/
NS(=O)(=O)c1ccc(CCNC(=O)CSc2ncnc3ccccc23)cc1	-7%	i	0%	-5%	-4%	-4%	-11%	2%

By substructure: those above with an aryl thioether with sulfur outside any ring
SMILES	TRb SRC2 PPI	RECQ1 inh	Tau fluor cs	Tau FP inhib	TexasRed fluor	Tau ThT inhib	HTT cytoprotect	L3MBTL1 block
CC1(C)CC(=O)c2cnc(NC(=O)CSc3nc4ccccc4o3)nc2C1	-24%	-1%	-2%	6%	-2%	-6%	11%[10 µM]	-10%
Cc1cc(NC(=O)CSc2nnc(-c3ccco3)n2Cc2ccccc2)no1	-18%	2%	0%	1%	0%	-4%	-2%[10 µM]	-24%
CSc1ccccc1NC(=O)c1cc(-c2cccs2)on1	-2%	-5%	-15%	-4%	-1%	?	-15%	-2%
CCOCCSc1nc2c(c(=O)[nH]c(=O)n2C)n1CCCc1ccccc1	3%	12%	-7%	8%	-2%	-11%	-25%	-1%
COC(=O)c1ccc(CSc2nc3c(c(=O)n2-c2ccc(F)cc2)SCC3)o1	0%	-5%	-4%	3%	0%	-13%	-1%[10 µM]	6%
CC(=O)c1ccc(NC(=O)CSc2nccn2C2CCCC2)cc1	1%	/	-17%	-10%	2%	-18%	/	/
CCc1c(O)nc(SCC(=O)Nc2nc3ccccc3s2)n(-c2ccccc2)c1=O	3%	-6%	-6%	3%	3%	/	-2%[10 µM]	/
Cc1ccc(SCCNC(=O)C(C)C)cc1	5%	-2%	-1%	-4%	0%	0%	-5%	/
NS(=O)(=O)c1ccc(CCNC(=O)CSc2ncnc3ccccc23)cc1	-7%	i	0%	-5%	-4%	-4%	-11%	2%
